SUMO1 PPI mod: alters human SUMO1 binding to SIM partners; SUMO1 binding to a labelled peptide, TR-FRET, 1 h; AID 602429; inhibition, % at 20 µM; actives 0.33% (n = 360,000); P63165; in the data active means inhibition above about 37%
Target sequence (P63165 whole entry, looked up): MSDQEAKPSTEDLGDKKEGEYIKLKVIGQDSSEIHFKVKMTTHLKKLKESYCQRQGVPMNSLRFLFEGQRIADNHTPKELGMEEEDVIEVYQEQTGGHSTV
Tb MetRS inh: blocks T. brucei methionyl-tRNA synthetase activity; purified T. brucei MetRS, ATP depletion, Kinase-Glo luminescence; inhibition, % at 11.9 µM; actives 0.4% (n = 360,000); AID 624268;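 active means inhibition above a per-plate cutoff of the control wells' mean inhibition plus 3 SD, cut at about 5.5% in these data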;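 further: 0% = DMSO wells median and 100% = median of wells with control inhibitor compound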
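Measured by: Kinase-Glo luciferase luminescence reporting remaining unconsumed ATP. Material: purified T. brucei MetRS enzyme. Doses: 11.9 µM compound single dose, 0.9% DMSO. Medium: HEPES buffer containing pyrophosphatase, BSA, spermine, DTT. Times: 15 min preincubation, 2 h reaction, all 25 °C. Reagent: methionine, ATP and bulk E. coli tRNA.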
NRP1-CendR mod: modulators of CendR peptide binding to human neuropilin-1 | FAM-RPARPAR peptide binding to NRP-1, fluorescence polarization | inhibition, % at 25 µM | actives 0.85% (n = 360,000) | AID 602438;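 active means inhibition or corrected inhibition above about 18%, plus a signal ratio from 0.5 to 1.5, limit read from the data, passing the limit was not always enough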; further: strong numbers were not always called active
Scp-1 inhibitor: inhibitors of human Scp-1 phosphatase. Recombinant Scp1, phosphopeptide, malachite green phosphate absorbance. inhibition, % at 20 µM. actives 0.88% (n = 340,000). AID 493091;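 active means inhibition above about 50% at 20 µM, limit read from the data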;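 further: plate controls were DMSO wells with enzyme for no effect and wells lacking enzyme for full effect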
Target sequence (Q9GZU7 76-261 limits assumed): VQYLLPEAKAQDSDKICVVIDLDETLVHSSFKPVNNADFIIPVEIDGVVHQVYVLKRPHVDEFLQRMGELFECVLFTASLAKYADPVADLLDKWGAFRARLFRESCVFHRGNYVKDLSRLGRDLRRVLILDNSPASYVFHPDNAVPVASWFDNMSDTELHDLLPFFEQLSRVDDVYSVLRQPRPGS
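Times: enzyme reaction 45 min at room temperature, colour 5 min, stabilisation 30 min. Material: SCP-1 catalytic fragment, aa 76-261. Medium: Acidic Tris acetate buffer with magnesium and detergent. Signal: colorimetric free-phosphate detection, absorbance 630 nm. Read-out basis: % inhibition of SCP-1 phosphate liberation. Reagent: Phosphorylated 17-residue peptide substrate.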
Neddylation inh: inhibitors of human cullin neddylation; P61081+Q13564; TR-FRET cullin neddylation, biochemical; calls only at 25 µM; actives 0.58% (n = 360,000); AID 651699; in the data active means inhibition above about 36%
Target sequence (P61081 whole entry, looked up): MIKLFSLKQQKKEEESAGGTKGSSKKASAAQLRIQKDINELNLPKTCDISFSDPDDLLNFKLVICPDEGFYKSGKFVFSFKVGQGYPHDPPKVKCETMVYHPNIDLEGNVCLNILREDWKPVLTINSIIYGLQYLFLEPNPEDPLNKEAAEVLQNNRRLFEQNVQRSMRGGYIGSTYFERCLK
Target sequence (Q13564 whole entry, looked up): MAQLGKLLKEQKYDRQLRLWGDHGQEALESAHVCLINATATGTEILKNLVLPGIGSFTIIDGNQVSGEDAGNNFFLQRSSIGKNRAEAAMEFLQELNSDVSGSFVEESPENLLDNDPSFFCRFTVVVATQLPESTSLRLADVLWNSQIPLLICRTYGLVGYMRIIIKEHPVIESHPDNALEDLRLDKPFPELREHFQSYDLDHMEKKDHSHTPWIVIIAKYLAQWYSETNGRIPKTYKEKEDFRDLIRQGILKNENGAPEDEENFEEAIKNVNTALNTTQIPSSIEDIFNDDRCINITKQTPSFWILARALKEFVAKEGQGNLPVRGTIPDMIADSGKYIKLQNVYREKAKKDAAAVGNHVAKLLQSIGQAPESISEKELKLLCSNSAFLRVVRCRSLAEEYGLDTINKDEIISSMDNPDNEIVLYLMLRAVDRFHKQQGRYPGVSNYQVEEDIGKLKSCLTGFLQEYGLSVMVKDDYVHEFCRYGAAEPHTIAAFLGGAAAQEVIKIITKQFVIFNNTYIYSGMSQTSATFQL
SKN-1 inh: C. elegans SKN-1 inhibition. C. elegans VP596 Pgst-4::GFP/RFP ratio, acrylamide-induced, 24 h. inhibition, % at 21.8 µM. actives 0.49% (n = 360,000). AID 624304;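 active means interference check ratio from 0.5 to 1.5 plus GFP to RFP signal ratio inhibition reaching or exceeding a fixed threshold, cut at about 30% in these data, passing the limit was not always enough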; further: some compounds called inactive have numbers as strong as hits
STEP inh: blocks human striatal-enriched tyrosine phosphatase | inhibition, % at 20 µM | recombinant STEP, OMFP fluorogenic substrate, fluorescence | P54829 | actives 0.25% (n = 360,000);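 active means inhibition at 20 µM, scaled per plate between control wells, above about 37%, limit read from the data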;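 further: 0% = DMSO with enzyme and substrate and 100% = substrate only without enzyme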
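Assay system: isolated STEP enzyme. Buffer or medium: pH 6.0 Bis-Tris with DTT and Tween 20. Also added: fluorogenic phosphatase substrate OMFP at 25 µM final. Dosing: 20 µM, 1% DMSO. Timing: 20 min reaction, room temperature, in the dark. Measured by: fluorescence intensity, excitation 480 nm, emission 540 nm. Evaluation: normalized % inhibition.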
DNMT1 block: DNMT1 (human) enzyme inhibition. P26358. DNMT1 molecular beacon, Hinp1I cleavage, fluorescence. inhibition (reported as % activation of signal), % at 10 µM. actives 0.83% (n = 360,000). AID 588458; in the data active means inhibition above about 50%
NadD inh: inhibitors of Staphylococcus aureus NadD | purified NadD enzyme, colorimetric absorbance read-out | inhibition, % at 20 µM | actives 0.78% (n = 360,000) | AID 602399; in the data active means inhibition above about 26%; further: some compounds past the cut are filed as inactive
LMPTP inh: blocks human LMPTP phosphatase | actives 0.22% (n = 360,000) | inhibition, % at 20 µM | recombinant LMPTP-A, OMFP fluorogenic substrate, fluorescence intensity | P24666;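 active means compounds that cut the enzyme signal by at least half of the control window in the single-dose screen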;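 further: plate controls were DMSO wells with enzyme plus substrate for no effect and substrate without enzyme for full effect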
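Assay system: LMPTP-A, protein tyrosine phosphatase of low molecular weight / Medium: pH 6.0 Bis-Tris buffer with DTT and Triton X-100 / Schedule: 50 min enzyme reaction at room temperature, protected from light / Measured by: endpoint fluorescence intensity from OMFP dephosphorylation / Read-out basis: % inhibition relative to no-enzyme and uninhibited control wells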
* hit, by the source's call; i = inactive; x = no result given.

SMILES	SUMO1 PPI mod	Tb MetRS inh	NRP1-CendR mod	Scp-1 inhibitor	Neddylation inh	SKN-1 inh	STEP inh	DNMT1 block	NadD inh	LMPTP inh
COc1cc(/C=N/N2C(=O)C3C4C=CC(CC4)C3C2=O)ccc1O (stereo not drawn)	-7	0.1	7	-2	i	12	-2	-1	-2	-0.2
OCc1ccc(OCCCOc2cccc3cccnc23)cc1	-6	0.0	1	1	i	26	0	-5	-5	1.3
CCOC(=O)c1cn2nc(Oc3ccc(C#N)cc3)ccc2n1	-1	0.1	4	3	x	-9	1	1	3	-1.6
Cc1ccc2c(c1)nnc1nnc(SCC(=O)O)n12	-37	0.1	7	5	i	9	-3	3	0	2.3
COc1ccc(CNc2nc(-c3cccnc3)nn2C(=O)c2ccco2)cc1	-1	-0.5	0	18	i	12	-1	1	-4	1.1
CC(=O)N1CCCc2cc(S(=O)(=O)NCc3ccc(C)cc3)ccc21	-1	-0.3	0	-7	i	7	-2	2	-6	-2.9
Cc1ccc(/C=C(/C#N)c2nc(CCN3C(=O)c4ccccc4C3=O)cs2)cc1	-13	-0.6	-8	-20	i	0	5	-9	-5	3.4
CN1C(=O)c2cccc3c(N(C)C)ccc(c23)C1=O	-56	-1.7	-66	4	i	-45	-2	2	-1	0.4
NNC(=O)CCCCCCCCCCOCCCCO	5	0.5	2	-6	i	0	-2	2	-1	-1.1
O=C(NCc1ccon1)C1CCC(=O)N(CCc2ccc(Cl)cc2)C1 (stereo not drawn)	0	-0.7	-1	7	i	-7	-3	1	-7	-1.6
COC(=O)c1ccccc1NC(=O)CSc1nnc(C(CO)NC(=O)c2ccccc2)n1C (stereo not drawn)	1	-1.7	-5	-6	i	-5	1	1	6	-0.9
CC(=O)Nc1ccc(NC(=O)CCCn2cnc3ccccc3c2=O)cc1	1	-0.8	3	-7	i	4	1	-2	-6	-1.7
Cc1ccc(C(C)C)c(OCc2nn(CC(=O)c3ccc(Cl)cc3)c3[n+]2CCCCC3)c1	-79	-1.0	-32	9	i	0	1	14	9	0.7
COc1ccc(CCNC(=O)CN(Cc2ccc(Cl)cc2)S(C)(=O)=O)cc1OC	4	-0.6	3	-5	i	12	1	1	2	1.4
O=C(NCCCN1CCOCC1)c1sc2cc(F)ccc2c1Cl	1	-0.4	-1	-4	i	13	-3	0	-3	-3.9
CN(Cc1ccc(F)cc1)C(=O)COc1ccccc1-c1ccccc1	-3	-0.7	4	-5	i	4	-2	4	-4	1.4
CCCN(CC(=O)Nc1ccc(Cl)cc1Cl)C(=O)CC(NC(C)=O)c1ccccc1 (stereo not drawn)	-6	-0.7	-5	-1	i	5	0	-2	-5	1.3
COc1cccc(C(=O)Nc2cc(C)ccc2NC(=O)COc2ccccc2)c1	0	-0.4	-4	-4	i	4	-4	-5	-6	3.5
COc1ccccc1CN(CC(=O)NCc1ccco1)C(=O)CNS(=O)(=O)c1ccccc1	1	-1.2	-3	-8	i	-11	6	-4	-1	-0.3
CC1=NN(c2ccccc2)C(=O)C1N=Nc1ccc(N)cc1 (stereo not drawn)	-52	-2.9	-13	10	i	41*	7	11	17	7.9
CC12CCC(C(=O)Nc3ncc([N+](=O)[O-])s3)(OC1=O)C2(C)C (stereo not drawn)	-20	0.2	4	2	i	5	-4	2	4	-1.7
COc1cccc(NS(=O)(=O)c2cc3c(cc2C)NC(=O)CO3)c1	4	0.5	-3	-15	i	-3	2	-1	-2	-1.2
COc1ccc(Nc2oc(COc3ccc(C)cc3)nc2C#N)cc1	-2	0.1	-2	-16	i	7	-2	-7	-2	3.4
CCOC(=O)c1c(C)c(C(=O)NCCCOC(C)C)c(C)n1C	3	-1.2	-2	0	i	-4	0	-5	-3	-0.5

Four entries from above, comma-delimited:
structure,SUMO1 PPI mod,Tb MetRS inh,NRP1-CendR mod,Scp-1 inhibitor,Neddylation inh,SKN-1 inh,STEP inh,DNMT1 block,NadD inh,LMPTP inh
COc1ccc(Nc2oc(COc3ccc(C)cc3)nc2C#N)cc1,-2,0.1,-2,-16,i,7,-2,-7,-2,3.4
CCOC(=O)c1c(C)c(C(=O)NCCCOC(C)C)c(C)n1C,3,-1.2,-2,0,i,-4,0,-5,-3,-0.5
CC1=NN(c2ccccc2)C(=O)C1N=Nc1ccc(N)cc1 (stereo not drawn),-52,-2.9,-13,10,i,41*,7,11,17,7.9
COc1ccc(CCNC(=O)CN(Cc2ccc(Cl)cc2)S(C)(=O)=O)cc1OC,4,-0.6,3,-5,i,12,1,1,2,1.4

Later entries
SMILES	SUMO1 PPI mod	Tb MetRS inh	NRP1-CendR mod	Scp-1 inhibitor	Neddylation inh	SKN-1 inh	STEP inh	DNMT1 block	NadD inh	LMPTP inh
COc1cccc(CC(=O)NC2CCCN(Cc3ccc(Cl)cc3)C2)c1 (stereo not drawn)	3	-0.7	4	-5	i	-3	-2	-1	-7	-0.9
COc1ccc2c(Cl)c(C(=O)NCCCn3ccnc3)sc2c1Cl	-3	-0.3	-14	-4	i	7	10	25	36*	15
Cc1nc(SCC(=O)Nc2ccccc2)c2oc3ccccc3c2n1	-251	0.4	-2	4	i	15	4	16	2	0.1
COc1ccc(CCC(=O)NCCOc2ccccc2Cl)cc1	4	0.4	8	-11	i	-4	1	2	-3	-0.1
CCCC(=O)NC(=S)NNC(=O)c1ccc([N+](=O)[O-])cc1	-19	0.5	-10	-10	i	1	1	-3	8	-2.2
Cc1nnsc1C(=O)NNc1c(Cl)cccc1Cl	0	-0.7	7	2	i	0	0	3	3	-1.5
CCCn1c(=N)n(CC(=O)c2ccc([N+](=O)[O-])cc2)c2ccccc21	-29	0.2	7	2	i	8	0	-3	0	3.0
Cc1ccc(Cl)cc1N1CCN(C(=O)c2ccccc2SCC(=O)N2CCCC2)CC1	3	-0.2	-6	-5	i	-8	2	-2	-2	1.1
COc1ccc(CCN2C(=O)CC(Cc3ccc(C)cc3)C2=O)cc1OC (stereo not drawn)	-1	0.0	-1	-2	i	-3	7	0	0	-0.6
CCC(=O)N1CCN(c2ccc(Cl)cc2NC(=O)c2ccc(N3CCCC3)c([N+](=O)[O-])c2)CC1	-1	-0.9	3	-2	i	-7	3	-11	-2	6.4
O=C(NCCc1ccccc1)C1CCCN1C(=O)NCc1ccccc1 (stereo not drawn)	-4	-0.3	-2	-4	i	9	-2	0	-7	-2.3
Oc1cncc(-c2cccnc2)c1	3	-0.1	-3	-5	i	8	1	-1	-2	0.3
CCOC(=O)c1c(C)nc2c(c1C)/C(=N/O)CC(C)(C)C2	0	-0.3	-1	-2	i	16	-1	0	1	-1.6
O=C(NCc1ccccc1)c1ccc(F)c(S(=O)(=O)N2CCOCC2)c1	-1	-0.1	-2	-3	i	0	0	1	0	-0.9
COc1cc([N+](=O)[O-])ccc1NC(=O)Cc1ccc(F)cc1	-22	-1.0	-7	1	i	15	-3	-2	-2	-1.2
CCCc1nnc(NC(=O)CCS(=O)(=O)c2ccccc2)s1	1	-0.8	-13	17	i	-7	4	14	-9	-0.5
COc1ccc(C(=O)OCc2cc(=O)oc3c(C)c(C)ccc23)cc1S(=O)(=O)N1CCOCC1	1	-0.3	3	x	i	4	2	-11	-10	2.1
CC(C)CC(C(=O)Nc1ccccc1)N1C(=O)C2C3C=CC(C3)C2C1=O (stereo not drawn)	4	-2.1	9	-7	i	7	-1	5	-4	-0.1
CN(C)S(=O)(=O)c1cccc(NC(=S)N/N=C/c2ccc(O)c(O)c2O)c1	27	-0.4	-33	-14	i	1	11	-6	11	61*
COc1ccc(OC)c(N(CC(=O)NC2CC2)S(=O)(=O)c2ccc(C)cc2)c1	-1	0.2	5	-2	i	2	4	1	-7	-1.8
CN(C)/C=C(/C(=O)c1ccc(Cl)c(Cl)c1)S(C)(=O)=O	2	-0.8	10	-3	i	0	0	0	-8	-1.9
C=CCN1C(=O)c2ccc(C(=O)N(C)Cc3ccc(C)o3)cc2C1=O	-44	-0.7	2	-4	i	2	0	3	4	-7.4
O=C(CCC1CCCN(C(=O)c2cccs2)C1)N1CCN(c2ccccn2)CC1 (stereo not drawn)	2	-0.3	-5	-3	i	1	5	-1	-4	1.6
COC(=O)CCN(C(=O)C12CC3CC(CC(C3)C1)C2)c1ccccn1	-1	-0.8	1	0	i	-28	-4	2	-2	-0.7
COCCn1c(=S)[nH]c2cc(C(=O)NCc3ccccc3)ccc2c1=O	-1	0.2	1	x	i	8	-1	0	1	-2.2
O=C(c1ccc2c(=O)n(Cc3ccccc3)c(=S)[nH]c2c1)N1CCOCC1	0	0.0	12	-6	i	1	-3	1	-1	-0.7
CCOC(=O)C1CCCN(C(=O)c2ccc3c(c2)OCCO3)C1 (stereo not drawn)	-3	-0.1	12	-12	i	8	-2	0	-1	-0.5
CN(C(=O)c1cc2n(n1)C(C(F)(F)F)CC(c1ccco1)N2)c1ccc(OC(F)(F)F)cc1 (stereo not drawn)	2	-0.8	-14	-8	i	-1	-2	-4	-6	1.0
O=C(OC(C(=O)NCC1CCCO1)c1ccc(F)cc1)c1ccco1 (stereo not drawn)	3	-0.6	7	-5	i	25	-1	-6	15	-1.6
CCOc1ccc2nc(SCC(=O)NNC(=O)c3ccco3)c(C)cc2c1	2	0.1	-5	-10	i	15	-2	-2	6	-0.8
CC(OC(=O)C1=NNC(=O)CC1)C(=O)Nc1ncc(Cl)cc1Cl (stereo not drawn)	0	-0.7	10	2	i	-12	-1	-4	4	-0.6
O=C(NC(Cc1ccccc1)C(=O)O)/C(=C/c1ccccc1)NC(=O)c1ccco1 (stereo not drawn)	3	-0.1	5	4	i	-2	0	-1	2	-0.8
CC(Sc1nn(-c2ccccc2)c(=S)s1)C(=O)NCC1CCCO1 (stereo not drawn)	-2	-0.1	-8	-6	i	19	1	2	-1	0.9
CNC(=O)c1ccc(N(Cc2ccccc2)S(C)(=O)=O)cc1	-2	-0.9	10	-3	i	-11	-2	2	7	-1.6
Cc1ccc(C(=O)OCC(=O)Nc2c(Cl)cc(S(N)(=O)=O)cc2Cl)o1	2	0.0	4	29	i	6	-3	16	-5	0.5
O=C(CNS(=O)(=O)c1ccc(C(=O)N2CCOCC2)cc1)N1CCOCC1	-3	0.5	6	3	i	7	-9	2	0	1.7
CCC1(c2ccccc2)C(=O)NCNC1=O	3	-0.5	9	5	i	14	-2	2	-5	-2.0
COc1ccccc1CN1C(=O)c2cccc3cccc(c23)C1=O	-8	0.0	4	-11	i	1	1	-4	-4	0.5
Cc1nn(CCCC(=O)Nc2cccnc2Cl)c(C)c1[N+](=O)[O-]	1	-0.4	-4	-13	i	8	0	0	0	-1.4

From PubChem
